Scp1 inh = Scp-1 phosphatase inhibitors, primary screen, biochemical, colorimetric, uHTS. inhibition, % at 20 µM. 340,000 tested, 0.88% active. Recombinant Scp1, phosphopeptide, malachite green phosphate absorbance;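 active = inhibition above about 50% at 20 µM, limit read from the data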;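 note: plate controls were DMSO wells with enzyme for no effect and wells lacking enzyme for full effect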
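Assay system: SCP-1 catalytic fragment, aa 76-261 | Buffer or medium: Tris acetate buffer pH 5.5 with MgCl2 and Tween-20 | Compound: One concentration, 20 µM, with 1.0% DMSO | Also added: Phospho 17-mer peptide substrate | Signal: Absorbance at 630 nm | Incubation: 45 min enzyme reaction at room temperature | Measure: % inhibition of SCP-1 phosphate liberation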
SUMO1 PPI mod = modulators of SUMO1 protein-protein interactions, primary screen, biochemical, uHTS; 360,000 tested, 0.33% active; inhibition, % at 20 µM; SUMO1 binding to a labelled peptide, TR-FRET, 1 h; in the data active = inhibition above about 37%
DNMT1 inh = human DNMT1 methyltransferase inhibitors, primary screen, biochemical, molecular beacon, fluorescence, HinP1I cleavage, uHTS; DNA (cytosine-5)-methyltransferase 1 (Homo sapiens), P26358; inhibition (reported as % activation of signal), % at 10 µM; 360,000 tested, 0.83% active; in the data active = inhibition above about 50%
Rin1 Abl inh = inhibitors of Rin1-Abl protein binding, primary screen, biochemical, TR-FRET. inhibition, % at 7.35 µM. 360,000 tested, 0.4% active; in the data active = inhibition above about 5%, passing the limit was not always enough
Target sequence (P00519 whole entry, looked up): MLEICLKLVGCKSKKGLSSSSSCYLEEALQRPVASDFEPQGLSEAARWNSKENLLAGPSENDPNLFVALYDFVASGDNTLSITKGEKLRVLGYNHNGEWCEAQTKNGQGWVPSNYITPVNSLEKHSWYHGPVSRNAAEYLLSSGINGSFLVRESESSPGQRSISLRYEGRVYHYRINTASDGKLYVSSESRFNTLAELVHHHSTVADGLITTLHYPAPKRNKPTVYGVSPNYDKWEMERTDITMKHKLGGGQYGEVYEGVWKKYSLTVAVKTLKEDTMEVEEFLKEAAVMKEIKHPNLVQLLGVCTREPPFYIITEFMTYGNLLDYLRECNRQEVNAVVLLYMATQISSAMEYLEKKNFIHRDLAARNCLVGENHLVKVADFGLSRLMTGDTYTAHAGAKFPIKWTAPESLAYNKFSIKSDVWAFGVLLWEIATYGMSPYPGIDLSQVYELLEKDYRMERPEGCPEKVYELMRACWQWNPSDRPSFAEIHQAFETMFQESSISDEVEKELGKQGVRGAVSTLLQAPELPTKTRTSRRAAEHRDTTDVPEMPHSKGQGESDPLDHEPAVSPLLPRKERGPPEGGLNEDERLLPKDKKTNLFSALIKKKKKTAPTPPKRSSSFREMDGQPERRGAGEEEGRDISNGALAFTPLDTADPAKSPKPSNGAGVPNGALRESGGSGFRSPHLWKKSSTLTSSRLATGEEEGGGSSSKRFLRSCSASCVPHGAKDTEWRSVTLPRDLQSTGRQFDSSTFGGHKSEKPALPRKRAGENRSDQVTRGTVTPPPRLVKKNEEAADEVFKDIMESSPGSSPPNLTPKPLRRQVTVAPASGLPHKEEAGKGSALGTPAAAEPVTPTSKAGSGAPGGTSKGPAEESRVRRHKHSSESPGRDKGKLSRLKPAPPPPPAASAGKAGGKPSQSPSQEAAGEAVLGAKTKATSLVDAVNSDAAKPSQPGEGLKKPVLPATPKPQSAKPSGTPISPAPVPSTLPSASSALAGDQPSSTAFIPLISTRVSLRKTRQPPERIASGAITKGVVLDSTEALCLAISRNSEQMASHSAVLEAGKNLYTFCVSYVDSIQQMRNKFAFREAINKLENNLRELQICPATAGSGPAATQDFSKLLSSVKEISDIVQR
Target sequence (Q13671 whole entry, looked up): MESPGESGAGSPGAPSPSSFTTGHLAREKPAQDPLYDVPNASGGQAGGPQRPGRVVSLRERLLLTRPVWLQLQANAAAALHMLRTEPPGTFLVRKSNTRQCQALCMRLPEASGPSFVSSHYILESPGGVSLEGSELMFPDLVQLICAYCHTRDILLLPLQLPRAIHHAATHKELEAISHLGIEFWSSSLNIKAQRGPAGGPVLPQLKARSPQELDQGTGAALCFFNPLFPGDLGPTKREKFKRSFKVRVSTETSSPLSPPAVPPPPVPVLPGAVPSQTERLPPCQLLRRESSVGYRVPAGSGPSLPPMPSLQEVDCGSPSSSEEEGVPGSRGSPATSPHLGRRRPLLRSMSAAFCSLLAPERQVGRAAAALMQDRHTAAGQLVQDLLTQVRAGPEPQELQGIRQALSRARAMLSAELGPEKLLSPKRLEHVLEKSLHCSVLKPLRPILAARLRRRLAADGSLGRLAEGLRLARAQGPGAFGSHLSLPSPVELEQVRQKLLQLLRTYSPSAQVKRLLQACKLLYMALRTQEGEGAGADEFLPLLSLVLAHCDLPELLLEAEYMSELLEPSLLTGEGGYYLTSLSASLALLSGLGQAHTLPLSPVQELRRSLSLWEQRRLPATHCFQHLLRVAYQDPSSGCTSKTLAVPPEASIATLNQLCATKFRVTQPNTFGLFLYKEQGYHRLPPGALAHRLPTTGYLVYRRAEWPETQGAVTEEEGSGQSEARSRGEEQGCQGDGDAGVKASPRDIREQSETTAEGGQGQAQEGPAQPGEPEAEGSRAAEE
Rpn11 inh = Rpn11 (PSMD14) deubiquitinase inhibitors, primary screen, biochemical, fluorescence polarization, uHTS. 360,000 tested, 0.59% active. calls only at 20 µM. AID 588493, 2011. human 26S proteasome, Ub4-pepOG fluorescence polarization; 20S core pre-blocked with epoxomicin. 26S proteasome non-ATPase regulatory subunit 14 (Homo sapiens), O00487;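 active = inhibition at 20 µM, scaled to each plate's controls, above about 33%, limit read from the data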
Neddyl block = inhibitors of cullin neddylation, primary screen, biochemical, TR-FRET, uHTS, NAE and Ubc12. NEDD8-conjugating enzyme Ubc12 (Homo sapiens) + NEDD8-activating enzyme E1 regulatory …. calls only at 25 µM. 360,000 tested, 0.58% active. AID 651699, 2012; in the data active = inhibition above about 36%
CSN inh = inhibitors of CSN-mediated cullin deneddylation, primary screen, biochemical, fluorescence polarization, uHTS. Purified CSN, SCF-Nedd8-OG deneddylation. inhibition, % at 12.5 µM. 360,000 tested, 0.38% active;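 active = pattern-corrected inhibition above about 35%, with an unprinted fluorescence ratio check between 0.5 and 1.5, limit read from the data, passing the limit was not always enough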;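 note: 0% = enzyme with substrate and 100% = substrate without enzyme; some results filed as inactive read as strong as hits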
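Assay system: HEK293T-derived human Csn5 enzyme; quantity: 0.24 nM enzyme; medium: Tris/NaCl/DTT buffer, pH 7.5; also added: substrate SCFSkp2-Nedd8OG, 10 nM; doses: 12.5 µM compound; schedule: 90 min reaction at room temperature; signal: FP; read-out: % inhibition of substrate cleavage by Csn5; benchmarks: substrate-only high control, full reaction low control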
NadD block = inhibitors of S. aureus NadD, primary screen, biochemical, colorimetric, uHTS. purified NadD enzyme, colorimetric absorbance read-out. inhibition, % at 20 µM. 360,000 tested, 0.78% active. Nicotinate-nucleotide adenylyltransferase NadD (Staphylococcus aureus N315); in the data active = inhibition above about 26%; note: some compounds past the cut are filed as inactive
LMPTP block = LMPTP phosphatase inhibitors, primary screen, biochemical, fluorescence intensity, uHTS; Low molecular weight phosphotyrosine protein phosphatase (Homo sapiens), P24666; recombinant LMPTP-A, OMFP fluorogenic substrate; inhibition, % at 20 µM; 360,000 tested, 0.22% active; AID 651560, 2012;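 active = compounds that cut the enzyme signal by at least half of the control window in the single-dose screen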;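 note: plate controls were DMSO wells with enzyme plus substrate for no effect and substrate without enzyme for full effect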
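Test system: LMPTP-A phosphatase enzyme; input: 0.625 nM LMPTP-A final; reagent: OMFP substrate, 400 µM final; compound dosing: 20 µM single dose, 3% DMSO; incubation: 50 min dark incubation at room temperature; measured by: endpoint fluorescence intensity from OMFP dephosphorylation; measure: % inhibition relative to no-enzyme and uninhibited control wells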
STEP inh = STEP phosphatase inhibitors, primary screen, biochemical, fluorescence intensity, uHTS; Tyrosine-protein phosphatase non-receptor type 5 (Homo sapiens), P54829; recombinant STEP, OMFP fluorogenic substrate; inhibition, % at 20 µM; 360,000 tested, 0.25% active;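 active = inhibition at 20 µM, scaled per plate between control wells, above about 37%, limit read from the data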;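 note: 0% = DMSO with enzyme and substrate and 100% = substrate only without enzyme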
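Also added – OMFP at 25 µM · Test system – STEP tyrosine phosphatase · Technique – FITC-channel fluorescence of OMFP product · Schedule – 20 min at room temperature, dark · Evaluation – control-normalized % inhibition with plate pattern correction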
Active calls of the source: *; i = inactive; nt = no result given; + = active, no number; & = joins results of further samples.

Molecule,Neddyl block,LMPTP block,Scp1 inh,SUMO1 PPI mod,CSN inh,DNMT1 inh,NadD block,Rin1 Abl inh,Rpn11 inh,STEP inh
COc1ccc(S(=O)(=O)Nc2ccc(S(=O)(=O)Nc3cc(C)nc(C)n3)cc2)cc1OC,i,-1.6,-7.9,10.8,3.2,75.7*,-0.6,2.8,i,-3.7
CCOc1cc(N2CCOCC2)c(OCC)cc1NC(=O)CSc1ncn[nH]1,i,-0.1,-2.6,1.1,-0.4,3.2,-1.2,-0.1,i,-1.3
O=c1c2ccccc2cnn1-c1ccc2ccccc2c1,i,-1.1,-17.4,-7.3,-4.9,-13.6,-16.3,-3.1,i,0.8
CC(C)OC(=O)CSc1nnc(-c2ccncc2)n1N,i,-0.5,-8.1,-4.6,-0.5,1.5,-4.7,-0.6,i,-0.6
COc1ccc2[nH]c3c(N4CCN(Cc5ccc6c(c5)OCO6)CC4)ncnc3c2c1,nt,3.6,6.8,13.6,-2.8,-4.3,3.9,-3.2,i,2.5
O=S(=O)(Nc1nc2ccccc2nc1NCC1CCCO1)c1cccc(Cl)c1 (stereo not given),i,0.5,-5.2,1.5,-2.0,-6.6,3.0,-1.4,i,-1.7
COc1ccc(NC(=O)c2cc3cccc(OC)c3oc2=Nc2ccc(C(=O)O)cc2)cc1OC,i,1.5,0.9,7.8,1.1,-9.8,8.7,2.7,i,3.1
Cc1ccc(NS(=O)(=O)c2cc(-c3n[nH]c(=O)c4ccccc34)ccc2C)cc1,i,0.6,-7.1,7.0,-3.4,-5.3,1.8,0.4,i,-7.6
Cc1cc(-c2cc(C(=O)O)c3ccccc3n2)c(C)s1,i,2.6,0.9,10.4,-3.4,1.9,57.6*,2.5,+,-0.8
O=C(NNC(=O)C1CC1)c1ccccc1[N+](=O)[O-],i,-0.7,-9.2,-11.4,0.2,1.5,-2.7,1.1,i,-2.4
COC(=O)c1ccc2c(c1)N(C)S(=O)(=O)c1cnc(SCC(=O)C(C)(C)C)nc1-2,i,-0.8,-11.4,-25.8,0.9,0.7,-2.2,-1.1,i,-1.9
Cc1ccc(CNC(=O)C2CCN(S(=O)(=O)c3c(C)noc3/C=C/N(C)C)CC2)cc1,i,-0.6,-0.3,0.1,1.8,-0.5,-0.3,-2.0,i,-1.9
CCOc1ccccc1N(CC(=O)Nc1ccccc1Br)S(=O)(=O)c1ccccc1,i,2.2,nt,3.4,-0.6,-3.4,-4.2,1.7,i,-1.1
Cc1cc(C)c([N+](=O)[O-])cc1NCC(=O)N1CCN(c2ccccc2)CC1,i,1.5,-3.0,1.6,-4.5,-10.7,3.5,-1.1,i,-3.9
CC(C)(C)NC(=O)C(c1ccncc1)N(Cc1ccco1)C(=O)c1ccc(-c2ccccc2)[nH]1 (stereo not given),i,0.1,12.8,-5.0,8.2,-3.6,7.5,1.7,i,-1.7
COc1ccc(NC(=O)c2cc(C)nc3ccccc23)cc1S(=O)(=O)N1CCOCC1,i,-0.1,10.6,-1.4,1.9,1.2,-1.7,4.4,i,1.5
CCc1nnc(NC(=O)c2ccc(S(=O)(=O)N(C)c3ccccc3)cc2)o1,i,-1.8,-4.0,-0.1,0.1,-0.1,6.2,-1.5,i,1.1
COc1ccc(-c2csc3ncnc(N4CCN(c5ccccc5Cl)CC4)c23)cc1,i,4.4,4.6,-5.3,3.1,-3.9,23.4,-2.9,i,8.4
CCOc1ccccc1NC(=O)C(OC(=O)c1ccc(CC)cc1)c1ccccc1 (stereo not given),i,3.7,-13.3,-0.4,1.6,-3.2,2.7,-3.6,i,3.8
COC(=O)c1ccc(C(NC(=O)OCc2ccccc2)/C(F)=C/[C@@H](C)C(=O)NCc2ccc(OC)c(OC)c2)cc1 (stereo not given in full),i,-0.6,-0.2,-1.6,0.8,48.9,-12.7,0.6,i,3.4
COc1ccc(CC(=O)O/N=C(\N)c2cccc([N+](=O)[O-])c2)cc1,i,0.8,-6.7,-19.4,6.2,0.2,-4.1,2.0,i,0.4
Cc1ccc2cc(C(=O)O)c(C)nc2c1,i,-1.0,-16.5,-0.4,-4.1,1.2,-3.2,-1.1,i,-4.8
CC(=O)NC1C(=O)N(CCN2CCOCC2)c2ccc(Br)cc21 (stereo not given),i,-0.5,-1.3,15.1,1.5,1.0,9.1,1.8,i,-11.0
CCC(CC)C(=O)Nc1nnc(S(=O)(=O)N2CCc3ccccc32)s1,i,-1.0,-9.8,4.0,2.6,-1.7,1.1,3.5,i,-0.4
CCOC(=O)C1=C(C)NC(C)=C(C(=O)OCC)C1,i,-1.3&7.5,-0.1&11.7,0.5&12.3,-6.4&-2.0,-1.7&-2.3,3.5&2.5,-3.0&1.1,i,1.1&13.9
CC(=O)Nc1ccc2c(c1)CCCC2=O,i,0.2,-14.8,3.5,99.8,0.4,-2.0,0.4,i,-2.2
CCCCCn1c(=NC(=O)c2ccco2)c(C(=O)OCC)cc2c(=O)n3ccccc3nc21,nt,1.0&2.6,7.1&2.2,-27.6&-13.3,3.6&1.3,23.1&9.2,5.9&7.3,-4.3&-6.5,i,0.7&0.6
COc1ccc(CCn2c(=S)[nH]c3cc(C(=O)N4CCOCC4)ccc3c2=O)cc1OC,i,-2.8,-2.5,-1.5,-0.7,0.1,-2.2,5.2,i,-0.9
CCC(NC(=O)C1(C)CC1(Br)Br)c1ccc(C)cc1 (stereo not given),i,0.1,-15.9,2.0,-1.9,1.8,-0.1,-0.1,i,-1.6
CC1(C)Cc2c(C#N)c(SCc3nc4ccccc4[nH]3)nc(N3CCOCC3)c2CO1,nt,3.9,-3.3,0.1,0.4,-5.0,2.0,-1.5,i,-1.1

New compounds follow.
Molecule,Neddyl block,LMPTP block,Scp1 inh,SUMO1 PPI mod,CSN inh,DNMT1 inh,NadD block,Rin1 Abl inh,Rpn11 inh,STEP inh
Cc1nnc2n(Cc3ccccc3)c(=O)c3c4c(sc3n12)COC(C(C)C)C4 (stereo not given),i,-1.6,-1.6,2.7,0.2,-5.9,10.5,-0.7,i,4.6
Cc1nn(C)c(C)c1/C=N/N=C1\CCC2C3CCc4cc(O)ccc4C3CCC12C (stereo not given),i,-0.7,-10.4,3.8,-4.1,-3.8,3.5,-0.6,i,-1.0
c1cn(CCCNC2CCCCCCC2)cn1,i,-4.5,-7.3,2.4,-3.0,-1.9,1.4,-0.9,i,2.8
CCN(CC(=O)N1CCN(c2ccccc2)CC1)S(=O)(=O)c1ccc(C)cc1,i,-2.0,-5.7,1.7,-8.3,-7.5,0.6,2.0,i,2.1
CCOC(=O)C1(C)CCN1C(=O)c1ccc(Cl)cc1Cl (stereo not given),i,-0.2,nt,-3.6,0.1,0.4,5.1,0.1,i,-2.1
CCc1nc2n(n1)C(O)c1cc([N+](=O)[O-])ccc1S2 (stereo not given),i,0.2,6.5,-27.2,-1.9,-1.0,-1.2,-1.7,i,0.8
COc1cccc(N2C(=O)CC(N3CCC(C(N)=O)(N4CCCCC4)CC3)C2=O)c1 (stereo not given),i,-0.7,-2.4,-2.0,0.4,5.8,0.9,-3.1,i,-0.4
Cc1nc2ccc(NC(=O)c3ccc(Br)o3)cc2s1,i,1.6,-2.3,0.1,5.4,-1.5,1.9,-1.1,i,0.5
Cc1ccc(NC(=O)N2CCC(NC(=O)c3ccco3)CC2)cc1,i,-0.7,-0.8,5.9,2.7,3.3,-1.8,1.9,i,-4.2
CCOC(=O)C1(C)CCCN1C(=O)c1ccc(F)c(Cl)c1 (stereo not given),i,0.2,nt,-3.2,-0.9,3.5,2.7,1.8,i,-1.8
NC(=S)NNC(=O)c1ccccc1Cl,i,-1.3,-5.0,1.2,-0.6,1.8,-0.4,0.9,i,15.6
Cc1cc(C)cc(NC(=O)C2CCCN2S(=O)(=O)c2cccc3cccnc23)c1 (stereo not given),i,0.0,1.1,-0.2,-2.7,-1.1,-0.4,-1.0,i,1.7
COC(=O)[C@@]1(Cc2ccc(F)cc2)[C@H]2c3cc(C(=O)N4CCCC4)n(CCSCCO)c3C[C@H]2CN1C(=O)c1ccccc1,i,-1.0,nt,-1.2,0.1,nt,-7.4,nt,nt,nt
CCOC(=O)C1=C(COC(=O)Cc2ccccc2[N+](=O)[O-])NC(=O)NC1C (stereo not given),i,-0.6,nt,-9.8,-0.2,5.2,1.7,-1.7,i,3.7
O=C(COc1ncnc2ccc(Br)cc12)NCc1ccco1,i,-2.3,-7.4,-0.5,-1.7,3.8,-0.2,3.4,i,1.6
O=C1NCCOC(=O)[C@@H](Cc2ccc(F)cc2)C/C=C\C[C@@H]1CC(=O)N(CCO)Cc1ccccc1,i,5.0,-5.0,-1.9,1.0,4.6,-9.7,0.8,i,5.8
Cc1c(O)ccc(-c2[nH]ncc2-c2nc3ccccc3s2)c1O,i,-2.9,1.0,1.4,0.0,-6.6,1.2,-1.4,i,-0.7
CS(=O)(=O)Cc1cccc(C(=O)NN(c2ccccc2)c2ccccc2)c1,i,-0.3,-9.8,0.7,-2.2,-9.4,-1.8,1.6,i,-0.6

Single records, as listed above:
Listed for CCOC(=O)C1(C)CCCN1C(=O)c1ccc(F)c(Cl)c1 (stereo not given) = Neddyl block: i; LMPTP block: 0.2; Scp1 inh: nt; SUMO1 PPI mod: -3.2; CSN inh: -0.9; DNMT1 inh: 3.5; NadD block: 2.7; Rin1 Abl inh: 1.8; Rpn11 inh: i; STEP inh: -1.8
Listed for CCOC(=O)C1=C(COC(=O)Cc2ccccc2[N+](=O)[O-])NC(=O)NC1C (stereo not given) = Neddyl block: i; LMPTP block: -0.6; Scp1 inh: nt; SUMO1 PPI mod: -9.8; CSN inh: -0.2; DNMT1 inh: 5.2; NadD block: 1.7; Rin1 Abl inh: -1.7; Rpn11 inh: i; STEP inh: 3.7

Screening data (PubChem)
